GPR55 antagonists – GPR55 antagonists blocking LPI-driven arrestin recruitment, primary screen, imaging, U2OS, beta-arrestin-GFP, LPI agonist (AID 2013); U2OS GPR55 beta-arrestin-GFP translocation imaging, LPI antagonism; higher % means a stronger effect; one-dose inhibition, % at 10 µM; IC50 in µM for titrated hits; 0.13% of 290,000 active;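 active = spots per cell inhibited over 60%, with over 100 cells counted and total cytoplasm intensity under 500,000; inconclusive = wells with under 100 cells, flagged as likely toxic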;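 also: U2OS cells stably carrying GPR55 and arrestin-GFP stimulated by 5 µM LPI near EC80; imaged beta-arrestin-GFP aggregate spots per cell after agonist stimulation; plate controls were LPI-stimulated DMSO wells for no effect and DMSO wells without LPI for full effect; some results filed as inactive read as strong as hits; confirmed hits need IC50 under 10 µM and bright autofluorescent wells are also inconclusive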
KOR beta-arrestin-1 – KOR antagonists, beta-arrestin recruitment, cell-based, luminescence, uHTS (AID 1778); KOR beta-arrestin recruitment, luminescence, antagonist mode; higher % means a stronger effect; one-dose inhibition, % at 10 µM; IC50 in µM for titrated hits; 0.091% of 290,000 active; also: strong numbers were not always called active
T cell HTS – T cell immune modulation candidate; 2C CD8+ T cell-vesicle binding, flow cytometry; stronger effect = lower value; 0.068% of 330,000 active; calls only at 7 µM;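 active = response, share of CD8 T cells binding vesicles, and their 90th percentile fluorescence all below set limits, cut at about 80% in these data, passing the limit was not always enough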
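Also added: QL9-peptide-loaded Drosophila micro-vesicles bearing Ld, ICAM-1 and B7-1; Test system: purified 2C TCR transgenic mouse naive CD8+ T cells; Measured by: cytometric PE anti-B7-1 and Alexa647 anti-CD8 signals after 1% paraformaldehyde fixation; Timing: binding step 1.5 h, 37 °C, antibody labelling 20 min, ice.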
NTR1 agonist – NTR1-driven beta-arrestin-GFP spot formation – imaging, U2OS cells, high content, primary screen (AID 493036) | activation, % at 20 µM | 0.17% of 330,000 active | P30989 | agonist mode;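 active = activation at or above 40% of the spot to cytoplasm intensity ratio, with at least 20 cells analyzed; inconclusive = wells under 20 cells, flagged as cytotoxic or low count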;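 also: 0% = DMSO without peptide and 100% = 100 nM NTR1 peptide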
Target sequence (P30989 whole entry, looked up): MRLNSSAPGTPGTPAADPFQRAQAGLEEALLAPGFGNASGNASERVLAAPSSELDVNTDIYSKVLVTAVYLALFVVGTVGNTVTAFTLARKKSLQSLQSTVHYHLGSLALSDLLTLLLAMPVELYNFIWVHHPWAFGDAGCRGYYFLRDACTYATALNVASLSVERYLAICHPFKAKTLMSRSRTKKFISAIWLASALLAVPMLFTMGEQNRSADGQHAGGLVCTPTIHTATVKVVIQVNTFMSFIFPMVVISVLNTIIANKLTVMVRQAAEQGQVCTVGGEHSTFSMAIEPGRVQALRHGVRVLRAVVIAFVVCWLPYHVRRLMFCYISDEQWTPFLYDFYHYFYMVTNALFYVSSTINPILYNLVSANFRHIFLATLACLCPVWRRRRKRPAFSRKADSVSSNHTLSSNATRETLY
GPR55 activation – GPR55 agonists via beta-arrestin recruitment, primary screen, imaging, U2OS cells, beta-arrestin-GFP redistribution (AID 1961) | U2OS GPR55 beta-arrestin-GFP redistribution imaging; higher % means a stronger effect | 0.048% of 290,000 active | one-dose activation, % at 10 µM; EC50 in µM for titrated hits;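 active = activation above 40% with more than 50 cells counted in the well; inconclusive = wells holding fewer than 50 cells, flagged as toxic or sparse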;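 also: U2OS osteosarcoma cells stably expressing GPR55 and beta-arrestin-GFP; plate controls were DMSO negative control for no effect and LPI positive control for full effect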
NOD2 inhibition – inhibition of NOD2-driven NF-kB reporter – cell-based, luminescence, uHTS, HEK293 (AID 1566) | 0.63% of 290,000 active | HEK293 NOD2/NF-kB luciferase reporter, luminescence; higher % means a stronger effect | inhibition, % at 4 µM; hits with a dose series show EC50 in µM; also: many of its hits are not listed in these tables
NOD1 NF-kB reporter – NOD1 signaling inhibitors, primary screen, cell-based, luminescence, uHTS (AID 1578) | one-dose inhibition, % at 4 µM; EC50 in µM for titrated hits | NOD1-driven NF-kB luciferase reporter cells, luminescence; higher % means a stronger effect | 1% of 290,000 active; in the data active = inhibition mostly above about 36%, no sharp cut-off; inactive = mostly below about 34%;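 also: HEK-293T reporter cells stimulated with the NOD1 agonist gamma-tri-DAP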
Myeloid diff MLP – compounds promoting myeloid differentiation; ER-HoxA9 myeloid progenitors, lysozyme-GFP differentiation, flow cytometry; AID 624256; calls only at 10 µM; 1% of 360,000 active;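 active = normalized GFP-positive differentiation at or above the plate's own cutoff, the solvent-only control mean plus 3 SD; inconclusive = no clear call, values can overlap the other calls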;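 also: cells exposed to compound for four days before flow analysis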
KOR beta-arrestin-2 – KOR agonists, beta-arrestin recruitment, primary screen, cell-based, luminescence, uHTS (AID 1777); activation, % at 10 µM, or EC50 in µM where a hit was titrated; KOR beta-arrestin recruitment, luminescence; higher % means a stronger effect; 0.02% of 280,000 active; in the data active = activation above about 50%, passing the limit was not always enough; also: a part of the inactive calls stands beside numbers as strong as those of hits
T cell HTS vesicle-bound % – recorded beside T cell HTS, whose call it bears; double positive events, %; measured here: CD8+ vesicle-bound cell fraction;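 binding gate set so that unloaded-vesicle control wells show 10% double positive cells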
NTR1 agonist cell count 20 µM – recorded beside NTR1 agonist, whose call it bears; cell count; measured here: cell count, cytotoxicity flag
Myeloid diff MLP GFP+ MAC1+ % – recorded beside Myeloid diff MLP, whose call it bears; GFP+ MAC1+ double positive, %; measured here: differentiation confirmed by MAC1 staining
* hit, by the source's call; i = inactive; ? = inconclusive; · = no result given; + = active, no number; [ ] = remark or other dose. Rule as the data show it, unless noted: active = inhibition above about 50%; inactive = the rest. This is a subset; count on the stated rates, not on these rows.

SMILES | GPR55 antagonists | KOR beta-arrestin-1 | T cell HTS | T cell HTS vesicle-bound % | NTR1 agonist | NTR1 agonist cell count 20 µM | GPR55 activation | NOD2 inhibition | NOD1 NF-kB reporter | Myeloid diff MLP | Myeloid diff MLP GFP+ MAC1+ % | KOR beta-arrestin-2
CN(C(=O)c1cccn(Cc2ccccc2)c1=O)c1ccccc1 | 13.4% | -14.0% | i | 42.2 | -0.6 | 74 | -0.3% | 0.3% | -15.4% | i | 0.1 | -1.5%
CC1Cc2nc(SCC(=O)N3CCOCC3)n(-c3ccccc3)c(=O)c2S1 (stereo unspecified) | 2.2% | 16.3% | i | 40.1 | 7.6 | 54 | 0.9% | 15.7% | · | i | 3.0 | -2.7%
CC(=O)Cc1nsc(NC(=O)c2ccccc2Cl)n1 | 1.5% | -6.6% | i | 27.5 | 2.6 | 28 | -0.5% | 2.4% | -38.8% | i | 0.1 | -3.0%
COCCCNC(=S)Nc1ccc2nc(N3CCOCC3)cc(C)c2c1 | 7.4% | -1.7% | i | 51.4 | 0.0 | 80 | 0.0% | 17.3% | -7.0% | i | 0.4 | -1.5%
O=C(Nc1nnc(C(F)(F)F)s1)C1COc2ccccc2O1 (stereo unspecified) | -7.7% | -17.2% | i | 18.3 | 2.4 | 53 | 0.1% | -12.5% | 10.5% | i | 0.8 | -5.8%
Cc1c(C(=O)Nc2cccnc2)oc2ccc(Br)cc12 | · | -12.8% | i | 50.1 | 4.4 | 55 | 0.0% | -75.2% | -2.5% | i | 0.5 | 20.7%
CCC(=O)N1CCc2cc(S(=O)(=O)NC(C(=O)Nc3cccc(C)n3)C(C)C)ccc21 (stereo unspecified) | -4.4% | -51.0% | i | 24.1 | 0.1 | 94 | 0.0% | 16.1% | -15.3% | i | 0.7 | 2.4%
CCCCCCCCc1nnc(N)s1 | 2.6% | 7.0% | i | 25.1 | -0.5 | 28 | 0.7% | -14.9% | 1.7% | i | 0.8 | 1.3%
CCCCCCN1C=CC=C/C1=C/C=C(C#N)C#N | 13.6% | -32.8% | i | 19.7 | -1.1 | 72 | 0.0% | 1.1% | 45.2% | i | 0.8 | 3.3%
Cc1nc(Nc2ccc3c(c2)OCO3)c2oc3ccccc3c2n1 | -22.3% | -41.7% | i | 18.7 | 1.5 | 86 | 0.2% | -29.7% | -48.3% | i | 0.7 | 3.1%
O=C(Nc1ccc(OCC(F)(F)C(F)F)cc1)c1ccncc1 | -5.9% | -4.5% | i | 22.8 | 2.1 | 52 | -0.8% | 21.8% | -18.2% | i | 0.7 | -3.2%
COc1ccc(-c2cc(-c3ccc(C)cc3)n[nH]2)c(O)c1 | -2.2% | -20.0% | i | 21.7 | 10.6 | 86 | -0.1% | -75.8% | -14.5% | i | 0.5 | 3.2%
CC(=O)c1c(C)[nH]c(C(=O)/C(C#N)=C/c2cccc(C)c2)c1C | 15.0% | -45.7% | i | 20.6 | 2.6 | 45 | 0.2% | -4.2% | -3.3% | i | 0.0 | 7.0%
COc1ccc(C2CC(=O)c3cnc(NC(=O)c4ccccc4)nc3C2)cc1OC (stereo unspecified) | 7.3% | 14.7% | i | 39.2 | -2.0 | 88 | -0.3% | -5.7% | -20.8% | i | 4.2 | -2.0%
COc1ccc(NC(=O)C2CCCN(S(=O)(=O)c3cccc4nonc34)C2)cc1OC (stereo unspecified) | 14.8% | -12.1% | i | 55.1 | 1.7 | 77 | -0.6% | 14.6% | -4.2% | i | 0.5 | -0.5%
CCOC(=O)C1CCCN(C(=O)c2ccc(C)c(NC(=O)C3=C(C)OCCS3)c2)C1 (stereo unspecified) | 7.2% | 6.0% | i | 4.7 | -0.5 | 51 | -0.1% | -0.8% | -11.6% | i | 1.4 | -0.8%
CCN(CC)C(=O)C1CCCN(c2ccc([N+](=O)[O-])cc2/C=N/NC(=O)c2ccc([N+](=O)[O-])cc2)C1 (stereo unspecified) | 11.7% | 1.0% | i | 23.1 | -0.6 | 94 | -0.1% | 14.0% | 6.0% | i | 1.0 | 0.2%
Cc1cc(=O)[nH]c(S)c1C#N | 11.6% | 6.3% | i | 10.8 | -0.6 | 53 | -0.1% | 8.2% | -7.9% | · | · | 1.6%
O=C(O)c1cccc(-c2ccc(/C=N/n3cnc4sc5c(c4c3=O)CCCC5)o2)c1 | -2.7% | -24.8% | i | 33.9 | 1.7 | 61 | 0.2% | · | · | · | · | 1.0%
CC(=O)N1c2ccc(S(=O)(=O)NCc3ccco3)cc2CC1C (stereo unspecified) | 4.2% | 4.0% | i | 54.9 | 0.8 | 69 | 0.3% | 2.6% | -23.1% | + | 5.8* | 3.1%
CCCc1cc(=O)[nH]c(SCC(=O)N2CCN(S(=O)(=O)c3ccc(C)cc3)C2)n1 | -15.7% | 20.8% | i | 37.5 | 0.8 | 89 | -0.1% | 4.1% | -8.2% | i | 2.1 | -9.9%
Cc1cc(OC(=O)c2ccccc2C(F)(F)F)c([N+](=O)[O-])c(=O)[nH]1 | -12.5% | -29.6%[20 µM] | i | 35.0 | -2.5 | 50 | -0.1% | 2.6% | -27.2% | i | 2.2 | -2.8%
S=C(NCC(c1cccnc1)N1CCOCC1)NC1CCCCC1 (stereo unspecified) | 3.7% | -16.8% | i | 65.3 | 1.6 | 74 | -0.3% | 8.1% | -17.3% | i | 0.5 | -2.7%
Cc1noc(C)c1C(=O)NC(C)C1CCCO1 (stereo unspecified) | 2.9% | -4.0% | i | 23.9 | 3.0 | 87 | 0.0% | 4.0% | · | i | 1.3 | 0.0%
COc1ccc(NC(=O)COC(=O)C2CC(=O)N(c3ccc(OC(C)C)cc3)C2)cc1 (stereo unspecified) | 8.4% | 9.7% | i | 21.4 | -0.5 | 46 | 0.3% | 6.7% | -39.4% | i | 0.6 | 2.0%
O=S(=O)(NCCc1ccccc1)c1ccc(-n2cnnn2)cc1 | -6.8% | -7.2% | i | 37.9 | -1.4 | 66 | 0.2% | -9.1% | 8.1% | i | 0.6 | -3.2%
COc1ccc(N2CCN(C(c3ccc4ncccc4c3)c3nnnn3C(C)(C)C)CC2)cc1 (stereo unspecified) | 2.2% | -32.6% | i | 43.3 | -0.2 | 69 | -0.4% | -0.1% | -27.9% | i | 0.5 | 2.4%
Cc1cc(/C=C2\SC(=Nc3ccc(F)cc3)NC2=O)c(C)n1-c1ccc(S(N)(=O)=O)cc1 | 39.4% | -49.0% | i | 51.9 | 6.4 | 44 | 0.0% | -101.2% | -10.7% | i | 2.4 | 4.2%
CCOC(=O)c1nnn(CC(=O)Nc2cccc(OC)c2)c1C(=O)OCC | 2.1% | -27.1% | i | 10.6 | 6.6 | 80 | -0.2% | 1.1% | -3.8% | i | 1.2 | -1.3%
COc1ccccc1CNC(=O)c1ccc2nc(N3CCOCC3)sc2c1 | 6.6% | -3.0%[20 µM] | i | 42.3 | -2.1 | 6 | 0.4% | -10.5% | -1.5% | i | 2.2 | -2.0%
Cc1nc(C)c(C(=O)NCc2ccc(Cl)cc2)o1 | 15.5% | -6.3% | i | 25.0 | -1.9 | 99 | 0.0% | -0.2% | -6.2% | i | 11.8 | 4.1%
O=C(Nc1ccccc1)Nc1nccs1 | -4.8% | -33.8% | i | 24.0 | -0.4 | 47 | -0.1% | -23.3% | -7.6% | i | 0.8 | 4.5%
CN(C)S(=O)(=O)N1CCN(C(=O)N2CCOCC2)CC1 | -6.1% | -6.9% | i | 24.6 | -0.2 | 54 | 0.0% | 17.0% | -2.0% | i | 0.7 | -2.6%
CC(=O)Nc1ccc(S(=O)(=O)N2CCN(S(=O)(=O)N3CCCCC3)CC2)cc1 | 4.9% | 21.1% | i | 33.8 | 0.2 | 44 | -1.2% | 4.7% | -14.9% | i | 0.4 | 1.3%
Cc1ccc(C=NCc2ccncc2)c(O)c1 | -12.4% | -3.4% | i | 52.2 | -0.6 | 45 | -0.1% | 1.3% | 8.2% | i | 2.3 | -3.8%
CC1CCCC(NC(=O)COC(=O)c2ccccc2NC(=O)c2ccco2)C1C (stereo unspecified) | 4.4% | 4.9% | i | 40.5 | 5.1 | 76 | -0.1% | -2.0% | -3.3% | i | 0.5 | 2.6%
CCOc1ccccc1NC(=O)C1CCCN1C(=O)OCc1ccccc1 (stereo unspecified) | 12.8% | 26.3% | i | 42.2 | -0.1 | 57 | -0.2% | 9.3% | -36.8% | i | 1.1 | -1.5%
CCc1nnc(NC(=O)C(CC)CC)s1 | 2.9% | 27.4% | i | 44.7 | 1.1 | 68 | -0.1% | -9.0% | -15.5% | i | 0.5 | 1.4%
CCCCC1N2CC3([N+](=O)[O-])CN1CC([N+](=O)[O-])(C2)C3(C)C (stereo unspecified) | -4.9% | 11.5% | i | 47.2 | -0.4 | 44 | -0.1% | 3.7% | -24.2% | i | 0.4 | -0.2%
O=C(NCC1CCCO1)c1ccc(Cn2c(=S)[nH]c3ccccc3c2=O)cc1 (stereo unspecified) | -3.1% | 12.0% | i | 0.6 | 1.1 | 59 | -0.4% | 17.0% | -6.5% | i | 0.7 | -2.2%
Cc1nc2cc(C(=O)OCC(=O)Nc3cccc(Cl)c3)ccc2n1-c1ccccc1 | 11.6% | -14.3% | i | 37.7 | 2.7 | 39 | ? | 12.5% | -9.3% | i | 0.3 | -3.6%
O=C(CN1CCN(Cc2ccccc2)CC1)Nc1ccc(F)c(F)c1 | 7.2% | -4.3% | i | 56.3 | 0.0 | 68 | -0.2% | -13.3% | 11.3% | i | 0.3 | 12.1%

Reprinted at random: two compounds from above
SMILES | GPR55 antagonists | KOR beta-arrestin-1 | T cell HTS | T cell HTS vesicle-bound % | NTR1 agonist | NTR1 agonist cell count 20 µM | GPR55 activation | NOD2 inhibition | NOD1 NF-kB reporter | Myeloid diff MLP | Myeloid diff MLP GFP+ MAC1+ % | KOR beta-arrestin-2
COc1ccc(N2CCN(C(c3ccc4ncccc4c3)c3nnnn3C(C)(C)C)CC2)cc1 (stereo unspecified) | 2.2% | -32.6% | i | 43.3 | -0.2 | 69 | -0.4% | -0.1% | -27.9% | i | 0.5 | 2.4%
Cc1ccc(C=NCc2ccncc2)c(O)c1 | -12.4% | -3.4% | i | 52.2 | -0.6 | 45 | -0.1% | 1.3% | 8.2% | i | 2.3 | -3.8%
